Compound activity deposited in PubChem BioAssay by Sanford-Burnham Center for Chemical Genomics.
NR3A LBD binder – binders of NR3A ligand-binding domain, primary screen, biophysical, differential scanning fluorimetry, uHTS | Glutamate receptor ionotropic, NMDA 3A (GRIN3A) ligand-binding domain | NR3A LBD differential scanning fluorimetry, Tm shift; 0% = protein alone, 100% = glycine-bound protein | Tm shift relative to glycine control, % at 25 µM | 2.5% of 340,000 active;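 active means melting temperature shift of at least 10% of the positive control shift, at one fixed dose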
SENP7 block – SENP7 protease inhibitors, primary screen, biochemical, luminescence, uHTS | Sentrin-specific protease 7 (Homo sapiens), Q9BQF6 | inhibition, % at 5 µM | AID 434973, 2010 | recombinant SENP7, Z-RLRGG-aminoluciferin luminescence, 40 min | 1.5% of 330,000 active;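 active means inhibition above about 50% at the single test dose, limit read from the data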;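 further: plate controls were DMSO with enzyme for no effect and no enzyme buffer wells for full effect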
Target sequence (Q9BQF6 706-1050 limits assumed): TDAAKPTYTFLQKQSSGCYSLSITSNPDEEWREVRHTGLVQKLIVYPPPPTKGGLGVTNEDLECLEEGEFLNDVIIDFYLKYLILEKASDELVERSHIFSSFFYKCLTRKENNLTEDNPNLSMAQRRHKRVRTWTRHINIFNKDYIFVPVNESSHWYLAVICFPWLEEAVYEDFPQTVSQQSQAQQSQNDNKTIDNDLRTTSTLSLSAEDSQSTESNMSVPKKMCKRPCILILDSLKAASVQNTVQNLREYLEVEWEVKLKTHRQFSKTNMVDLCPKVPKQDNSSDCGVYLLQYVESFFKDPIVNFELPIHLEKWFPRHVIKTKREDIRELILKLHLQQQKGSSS
HKDC1 inh – HKDC1 hexokinase inhibitors, primary screen, biochemical, fluorescence, uHTS; recombinant HKDC1, G6PDH/diaphorase resazurin coupled fluorescence; 0.16% of 340,000 active; inhibition, % at 20 µM; AID 493160, 2011; Q2TB90;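 active means inhibition above about 35% when tested at 20 µM, limit read from the data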;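 further: plate controls were DMSO wells with enzyme for no effect and DMSO wells lacking enzyme for full effect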
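Assay system: in-house recombinant HK5 (HKDC1) enzyme. Input: HKDC1 at 5 µg/mL. Medium: Tris pH 8.0 buffer with MgCl2, Tween-20, BSA, BME. Dosing: single 20 µM dose. Schedule: 90 min reaction incubation at room temperature, dark. Signal: resazurin-to-resorufin fluorescence via G6PDH and diaphorase coupling, 525/613 nm. Controls: DMSO-enzyme wells negative, buffer-substituted wells positive.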
MPTP inh – mitochondrial permeability transition pore inhibitors, primary screen, biochemical, isolated mouse mitochondria, absorbance | Ca2+ swelling absorbance, 30 min | inhibition, % at 10 µM | 1.4% of 360,000 active | AID 602449, 2012;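 active means inhibition of 50% or more, scaled per plate between neutral and stimulator controls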;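 further: 0% = DMSO wells given calcium and 100% = 1 mM EGTA wells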
PfG6PD inh – PfG6PD enzyme inhibitors, primary screen, biochemical, fluorescence intensity, uHTS | glucose-6-phosphate dehydrogenase-6-phosphogluconolactonase (Plasmodium falciparum 3D7) | PfGluPho enzyme, NADPH resazurin-diaphorase fluorescence | inhibition, % at 20 µM | 0.78% of 350,000 active | AID 504690, 2011;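 active means inhibition reaching at least a set limit at 20 µM in the primary screen, cut at about 59% in these data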;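 further: 0% = DMSO wells with substrate and 100% = DMSO wells lacking glucose-6-phosphate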
SENP6 block – SENP6 protease inhibitors, primary screen, biochemical, luminescence, uHTS. Sentrin-specific protease 6 (Homo sapiens), Q9GZR1. Recombinant SENP6 catalytic domain, aminoluciferin luminescence. inhibition, % at 10 µM. 1.8% of 330,000 active. AID 2599, 2010;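 active means inhibition above about 50% at the single tested dose, limit read from the data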;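 further: plate controls were DMSO wells with enzyme for no effect and DMSO wells lacking enzyme for full effect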
Target sequence (Q9GZR1 628-1112 limits assumed): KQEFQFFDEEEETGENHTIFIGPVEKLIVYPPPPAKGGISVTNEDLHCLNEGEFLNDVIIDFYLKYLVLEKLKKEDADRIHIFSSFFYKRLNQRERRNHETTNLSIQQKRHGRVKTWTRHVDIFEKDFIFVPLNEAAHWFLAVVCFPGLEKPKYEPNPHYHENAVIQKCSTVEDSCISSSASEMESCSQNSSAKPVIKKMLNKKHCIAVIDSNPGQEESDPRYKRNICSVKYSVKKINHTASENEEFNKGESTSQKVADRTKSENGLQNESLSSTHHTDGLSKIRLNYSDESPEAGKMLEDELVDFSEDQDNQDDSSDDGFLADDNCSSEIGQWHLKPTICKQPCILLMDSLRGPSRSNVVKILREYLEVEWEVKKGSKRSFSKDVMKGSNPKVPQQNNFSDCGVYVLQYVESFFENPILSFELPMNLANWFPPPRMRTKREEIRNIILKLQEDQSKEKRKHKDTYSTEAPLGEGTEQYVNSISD
SENP8 block – human SENP8 protease inhibitors, primary screen, biochemical, fluorescence, Nedd8 protein substrate, uHTS. Sentrin-specific protease 8 (Homo sapiens), Q96LD8. recombinant SENP8. inhibition, % at 20 µM. 0.64% of 360,000 active. AID 602440, 2012; in the data active means inhibition mostly above about 40%, no sharp cut-off; inactive means mostly below about 27%
Target sequence (Q96LD8 whole entry, looked up): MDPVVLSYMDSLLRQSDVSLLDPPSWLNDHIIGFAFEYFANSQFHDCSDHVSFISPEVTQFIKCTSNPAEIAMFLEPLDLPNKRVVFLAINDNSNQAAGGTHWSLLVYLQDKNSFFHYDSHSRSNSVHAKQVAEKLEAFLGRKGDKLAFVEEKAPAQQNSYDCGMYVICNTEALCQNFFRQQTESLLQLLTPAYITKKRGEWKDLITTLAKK
ATG4B inh – ATG4B protease inhibitors, primary screen, biochemical, fluorescence, uHTS | 0.51% of 340,000 active | ATG4B cleavage of LC3-PLA2, NBD-HPC fluorescence, 1 h | Cysteine protease ATG4B (Homo sapiens), Q9Y4P1 | inhibition, % at 8.33 µM; in the data active means inhibition above about 40%
* marks the source's active call; other numbers are inactive results; nt = not tested or not shown.

SMILES	NR3A LBD binder	SENP7 block	HKDC1 inh	MPTP inh	PfG6PD inh	SENP6 block	SENP8 block	ATG4B inh
CC1(C)CCC(=O)c2ccccc21	0.4	nt	-5.0	0.1	4.2	nt	0.5	7.6
O=C(COC(=O)C1CCN(S(=O)(=O)c2ccccc2C(F)(F)F)CC1)NCc1ccc(F)cc1	-16.3	-1.7	0.5	-0.3	5.8	-5.0	16.2	-9.4
Cc1cc2ncc(S(=O)(=O)C(C)(C)C)c(N)n2n1	0.1	5.3	-5.2	0.2	-7.2	-7.8	20.7	-30.4
O=C(Nc1ccc(F)cc1)N1CCC(c2nc3c(nnn3Cc3ccccc3Cl)c(=O)[nH]2)CC1	-3.0	0.1	-0.3	-1.1	14.2	4.6	8.4	-8.2
O=C(O)c1ccccc1CSc1ccccn1	-1.9	1.0	-15.3	-0.7	5.2	5.0	3.2	-8.0
Cc1ccccc1NS(=O)(=O)c1cc2c(cc1C)N(C)CCO2	-1.0	4.2	-2.6	-1.9	13.7	-8.4	-0.2	-18.1
O=C(O)c1ccc(-c2noc(-c3ccc(F)cc3)n2)cc1	-0.6	95.4*	-5.6	0.2	-9.0	98.1*	13.5	-1.2
COC(=O)Cn1c(C)c(C#N)c2ccccc21	0.1	-0.1	1.8	-0.2	8.2	-11.7	-12.9	-7.7
COc1ccc(S(=O)(=O)Nc2cc(C(=O)NCCC(C)C)ccc2N2CCOCC2)cc1	-0.2	-3.7	3.3	-2.0	-15.6	-16.3	7.2	10.1
COC(=O)c1ccc(NC(=O)CCC(=O)c2ccc(F)cc2)cc1	0.3	6.1	-6.2	0.4	2.5	4.6	20.0	-4.6
COC(=O)Nc1ccc(S(=O)(=O)N2CCCC(C(=O)N3CCN(C)CC3)C2)cc1 (stereo unspecified)	-0.7	1.4	-7.3	0.6	-2.6	6.0	12.8	-5.9
Cc1cc(C(=O)N/N=C2/CC(C)CC(C)(C)C2)c(C)o1 (stereo unspecified)	0.6	1.1	2.5	0.0	-5.2	-29.3	5.5	16.7
CCS(=O)(=O)NCCc1csc(-c2ccc(OC)c(OC)c2)n1	0.8	2.7	-4.2	1.9	-18.5	5.7	-353.5	1.1
CCN1CCN(c2ccc(S(=O)(=O)N3CCCCC3)cc2NC(=O)c2cccc(C)c2)CC1	-0.4	1.4	-0.9	-0.5	-1.9	-7.6	1.5	-8.3
CCN(CC)S(=O)(=O)c1cc(NC(=O)C2CCN(c3ncnc4sc(C)c(C)c34)CC2)ccc1Cl	1.1	7.9	-2.6	10.6	13.4	-6.1	0.0	-2.3
CC12CCC(=O)N1C(C(=O)NNC(=O)c1ccc(Br)cc1)CS2 (stereo unspecified)	-0.8	6.4	-9.2	0.1	-4.9	9.4	-1.7	2.8
CN(C)S(=O)(=O)c1cc(NC(=O)COC(=O)CCSc2ccc(Cl)cc2)ccc1Cl	13.1*	-5.8	0.0	1.7	7.8	-0.5	10.7	-15.4
Cc1ccc(NC(=O)NCc2ccc3c(c2)OCO3)c(C)c1	-4.3	-12.0	-9.0	-0.6	-3.8	-4.7	4.9	-2.2
CCOC(=O)[C@H]1[C@H]2COc3ccccc3[C@@H]2N2C(=O)c3cc(OC)c(OC)cc3NC(=O)[C@@]12C	0.7	-4.5	-0.1	-0.3	0.0	4.7	-36.5	-0.3
COc1cc(NC(=O)COC(=O)Cc2ccc(-c3ccccc3)cc2)cc(OC)c1	36.1*	-2.0	7.6	3.6	-3.8	-13.3	12.9	-6.3
CN1CCN(CC(=O)NC(=O)NC2CCCCC2)CC1	0.4	1.0	-3.7	-1.0	2.5	3.3	8.5	-2.5
N#Cc1cccc(NC(=O)CCN2C(=O)C3CCCCC3C2=O)c1 (stereo unspecified)	1.1	2.0	-6.1	-0.2	-2.2	-2.3	4.8	-0.7
O=c1[nH]n(-c2ccccn2)c(=O)c2ccccc12	-1.3	0.0	-6.3	-1.7	5.4	-11.6	1.7	-6.3
CC1CCCN(c2nc3c(c(=O)n(C)c(=O)n3C)n2CCSc2nc3ccccc3s2)C1 (stereo unspecified)	-3.4	-4.4	-3.9	7.3	7.4	-1.1	16.9	1.9
COc1ccccc1N1CCN(C2CCCN(C(=O)C3=NN(C)C(=O)CC3)C2)CC1 (stereo unspecified)	0.3	-5.7	-1.2	1.1	10.8	5.0	9.0	-3.5
COc1ccc(CN2CC(C(=O)N3CCOCC3)CC2=O)cc1 (stereo unspecified)	-0.2	-0.4	-1.9	-8.5	-0.6	-6.3	8.5	-3.8
CS(=O)(=O)N(CC(=O)N1CCN(c2ccccc2F)CC1)c1cc(C(F)(F)F)ccc1Cl	2.2	2.9	13.2	-1.3	-4.3	-10.1	13.5	-9.7
C[C@@H]1CN([C@@H](C)CO)C(=O)Cc2cc(NC(=O)Nc3ccc(C(F)(F)F)cc3)ccc2O[C@@H]1CN(C)S(=O)(=O)c1ccc(Cl)cc1	14.0*	-8.5	1.8	3.4	21.3	-2.7	7.8	-6.8
CC1=NN(CCC#N)C(=O)/C1=C/c1ccc(N(C)C)cc1	3.6	2.4	-0.4	7.3	17.6	2.0	22.2	-2.5
COC(=O)Nc1cc(C(=O)c2ccc(Cl)cc2Cl)c[nH]1	0.5	3.1	1.5	-0.4	4.1	17.6	14.4	6.0
COCC(=O)Nc1nnc(COc2ccccc2)s1	2.3	11.5	-6.7	3.2	-17.2	2.1	11.7	-4.3
COc1cc(/C=N/NC(=O)C(=O)NCC2CCCO2)ccc1O (stereo unspecified)	-2.2	-5.8	-11.7	-4.6	-6.6	-0.2	8.9	2.7
Cc1ccc(C(=O)NCC(c2ccco2)N2CCc3ccccc32)cc1 (stereo unspecified)	0.4	13.3	-0.8	-1.3	34.5	-14.0	21.4	9.3
CCCC(=O)N(CCN(C(=O)CCC)c1ccccc1)c1ccccc1	-2.8	4.3	8.8	1.8	-2.6	2.5	0.9	-5.2
CCO[C@H]1OC(C(=O)NC2CC2)=C[C@@H](c2csc3ccccc23)[C@@H]1CCCO	0.1	-4.6	-4.0	-1.4	8.2	-12.3	10.6	-4.3
NC(=O)Cc1ccc(C(=O)c2ccccc2F)s1	0.7	7.3	11.8	-0.8	11.6	-7.2	7.8	9.4
O=S(=O)(c1ccc(S(=O)(=O)N2CCOCC2)cc1)N1CCCC1	-0.6	-3.7	10.8	-1.1	1.4	-18.2	-0.2	-8.5
O=C(C(=O)N1CCOCC1)c1c[nH]c2ccccc12	-1.6	-2.5	-5.5	-1.5	-10.2	8.1	5.8	4.4
O=C(Cn1cc(C(F)(F)F)ccc1=O)N1CCc2ccccc2C1	-1.2	6.1	-3.4	0.7	8.0	5.9	8.6	5.4
NC(=O)NC(CC(=O)NNC(=O)c1cccs1)c1ccc(Cl)cc1 (stereo unspecified)	1.1	8.7	-10.4	-0.7	1.1	-10.6	-0.7	-7.6
NS(=O)(=O)c1ccc(CCNC(=O)C(=O)NCC2OCCN2S(=O)(=O)c2ccc(Cl)cc2)cc1 (stereo unspecified)	1.7	-4.7	2.1	-0.5	-1.1	-23.5	17.3	3.3
Cc1ccc(CNc2nc(N)c([N+](=O)[O-])c(NCc3ccccc3)n2)cc1	-4.2	2.3	-15.7	5.5	10.9	-7.4	24.7	6.6
COc1ccccc1-c1nc2cc3ccccc3cc2nc1-c1ccccc1	0.4	4.5	16.2	2.3	17.6	51.5*	-143.8	-2.9
CN1C2CCC1/C(=C/c1cccn1C)C(=O)/C2=C\c1cccn1C	-5.4	3.7	-9.6	5.2	14.0	9.2	1.9	-25.5
CN(C)S(=O)(=O)c1cccc(NC(=O)COc2ccccc2C(=O)NCc2ccccc2)c1	-8.9	8.5	4.1	-0.3	10.2	1.2	10.7	-6.4
Cc1ccc(NC(=O)c2cccc(NC3=NC4CS(=O)(=O)CC4S3)c2)cc1C (stereo unspecified)	-2.6	-4.9	-0.4	-1.5	0.1	-2.3	6.0	1.4
O=C(O)CCCC(=O)Nc1nc(-c2ccccc2)cs1	-2.1	8.6	4.6	0.0	-20.5	-18.4	16.1	-2.5
CC(C)(C)[C@@H]1C=C(C(=O)NCc2ccccc2)O[C@H](OCc2ccc(CO)cc2)C1	3.8	-12.7	8.0	1.8	22.9	-7.0	24.0	7.5
O=C(Nc1ccccc1N1CCCC1)c1cccnc1	0.3	0.1	1.3	0.1	1.9	5.9	14.2	-8.8
O=C(c1ccc(Oc2ccc(Cl)cc2)c([N+](=O)[O-])c1)N1CCCC1	0.5	10.1	-1.6	0.0	-9.9	17.0	12.9	13.1
O=C(O)C1C2C=CC(C2)C1C(=O)NCCCN1CCOCC1 (stereo unspecified)	0.1	2.1	-7.3	2.2	-6.4	-2.3	29.0	-0.8
CC(C)CC(=O)N1CCN(S(C)(=O)=O)CC1	0.8	-3.8	-5.8	-1.2	-25.4	-16.8	27.0	-10.7
Nn1cnc2scc(-c3ccc(Cl)cc3)c2c1=O	1.6	8.4	-1.5	-0.3	7.2	7.8	1.0	5.5
O=C(NC1CCCCC1)C(c1ccc2ncccc2c1)N(Cc1ccccc1)C(=O)c1cccs1 (stereo unspecified)	-1.1	-1.4	14.9	-0.2	8.9	3.2	10.4	-12.1
CC1CCCCN1CC(=O)Nc1ccc(N2CCCCCC2)cc1 (stereo unspecified)	-2.0	9.1	-3.9	0.9	16.1	4.7	8.7	-3.2
O=C(O)CCc1ccc(-c2cccs2)n1NC(=O)c1ccc(O)cc1	-11.0	11.2	-0.2	-1.3	-17.0	-12.7	-45.8	-6.6
CCN(C(=O)c1cc2c(=O)[nH]c3ccc(C)cc3c2s1)c1ccccc1C	-1.4	5.9	-5.4	-0.2	-1.3	-13.0	-185.3	0.0
CCC(c1nnnn1Cc1ccco1)N(Cc1cc2cc(OC)ccc2[nH]c1=O)C1CCCCC1 (stereo unspecified)	-2.2	4.5	1.7	-17.8	45.8	3.1	-277.0	-7.5
COC(=O)c1cc(S(=O)(=O)N2CCN(c3cc(C)ccc3C)CC2)c[nH]1	-17.0	0.2	1.2	0.2	-19.0	0.4	6.9	-14.9
CCC(C)(C)NC(=O)c1ccc(Sc2nncn2C)c([N+](=O)[O-])c1	-6.9	3.7	1.8	24.5	-12.1	-4.4	10.2	5.3
O=C(CSc1nc(O)c(C2CCCCC2)c(=O)[nH]1)N1CCOCC1	-2.0	1.1	-3.9	-0.3	-12.0	0.2	12.6	0.8

Exported with bars between the fields: four of the compounds above.
compound | NR3A LBD binder | SENP7 block | HKDC1 inh | MPTP inh | PfG6PD inh | SENP6 block | SENP8 block | ATG4B inh
O=C(O)CCCC(=O)Nc1nc(-c2ccccc2)cs1 | -2.1 | 8.6 | 4.6 | 0.0 | -20.5 | -18.4 | 16.1 | -2.5
CC(C)(C)[C@@H]1C=C(C(=O)NCc2ccccc2)O[C@H](OCc2ccc(CO)cc2)C1 | 3.8 | -12.7 | 8.0 | 1.8 | 22.9 | -7.0 | 24.0 | 7.5
O=C(Nc1ccccc1N1CCCC1)c1cccnc1 | 0.3 | 0.1 | 1.3 | 0.1 | 1.9 | 5.9 | 14.2 | -8.8
O=C(c1ccc(Oc2ccc(Cl)cc2)c([N+](=O)[O-])c1)N1CCCC1 | 0.5 | 10.1 | -1.6 | 0.0 | -9.9 | 17.0 | 12.9 | 13.1
